# Screens deposited in PubChem BioAssay by several laboratories.
# PKA-R1A activ: activates the PKA-R1A holoenzyme complex. activation, % at 11.4 µM. PKA-R1A dissociation, Cy5-IP20 fluorescence polarization; scaled: DMSO 0%, 113 µM cGMP 100%. actives 0.083% (n = 340,000);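 active = percent activation above the mean of all tested compounds plus 3 SD, cut at about 19% in these data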;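 also: higher means more PKAc released from R1A so a rise in polarization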
# MOR-DOR inv ag: inverse agonist of human OPRM1-OPRD1 heterodimerization | cell-based MOR-DOR heterodimer luminescence, inverse agonism | inhibition, % at 9.3 µM | P35372+P41143 | actives 0.21% (n = 340,000); in the data active = inhibition above about 22%, passing the limit was not always enough;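 also: 0% = cells with DMSO and 100% = wells without cells with DMSO; values of inactives mirror those of a sister screen read the other way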
# OPRM1-OPRD1 ag: agonists of human mu-delta opioid receptor heterodimerization; P35372+P41143; cells, OPRM1-OPRD1 heterodimerization, luminescence; activation, % at 9.3 µM; actives 0.3% (n = 340,000); in the data active = activation above about 18%;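 also: 0% = vehicle-treated cells and 100% = reference agonist; values of inactives mirror those of a sister screen read the other way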
# HTR5A ag: activates human HTR5A in OPRM1-OPRD1 agonist counter-screen. activation, % at 9.3 µM. P47898. actives 0.61% (n = 340,000). HTR5A agonist assay, luminescence, cell-based; in the data active = activation mostly above about 9.5%, no sharp cut-off; inactive = mostly below about 7.6%;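 also: 0% = cells with vehicle only and 100% = reference agonist; strong numbers were not always called active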
# AddAB inh: less growth of phage-infected E. coli with AddAB | inhibition, % at 11.9 µM | AID 435030 | actives 0.29% (n = 330,000) | E. coli expressing H. pylori AddAB, absorbance growth; in the data active = inhibition above about 12%;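 also: 0% = vehicle wells of infected cells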
# PfHsp90 yeast 2: reduces growth (ATP signal) of yeast expressing P. falciparum Hsp90; S. cerevisiae expressing PfHsp90, BacTiter-Glo ATP, 48 h; yeast lacking PDR1 and PDR3 efflux regulators; inhibition, % at 9.4 µM; AID 504621; actives 0.32% (n = 310,000);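 active = every replicate shows inhibition above about 80%, whatever the replicate mean, limit read from the data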;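 also: 0% = DMSO neutral controls and 100% = 20 µM radicicol positive controls; yeast relying on Plasmodium falciparum Hsp90 in place of its own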
# Mot1-301 SUMO: blocks SUMOylation pathway, rescuing yeast Mot1-301 growth; S. cerevisiae Mot1-301 growth rescue, ATP luminescence, 38.5C; percent above DMSO median, 100 means doubled; growth rescue, % at 18.8 µM; actives 1% (n = 320,000);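 active = every valid replicate shows activation above 250% relative to neutral control wells; inactive = the rest, any valid replicate at or below 250%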;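 also: OY570 slx delta 5 strain wells were the positive control but not used for scaling; some compounds called inactive have numbers as strong as hits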
# HTR5A inv ctr: counter-screen for OPRM1-OPRD1 inverse agonists: human HTR5A inverse agonism; HTR5A cell line, luminescence; inhibition, % at 9.3 µM; actives 0.083% (n = 340,000); AID 504634; in the data active = inhibition mostly above about 23%, no sharp cut-off; inactive = mostly below about 18%;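 also: 0% = cells with DMSO and 100% = no-cell wells with DMSO; some compounds called inactive have numbers as strong as hits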
# Pemphigus Ab inh: human desmoglein-3 autoantibody binding inhibition | DSG3-coupled beads, scFv-anti-DSG3-GFP binding, flow cytometry; active compounds read low | binding (percent of control), % at 10 µM | actives 0.48% (n = 310,000);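 active = binding more than 3 SD below its plate's average and above zero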;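 also: hits lower antibody fragment binding to DSG3; some compounds called inactive have numbers as strong as hits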
# Target sequence (P32926 whole entry, looked up, the tested form may be a part): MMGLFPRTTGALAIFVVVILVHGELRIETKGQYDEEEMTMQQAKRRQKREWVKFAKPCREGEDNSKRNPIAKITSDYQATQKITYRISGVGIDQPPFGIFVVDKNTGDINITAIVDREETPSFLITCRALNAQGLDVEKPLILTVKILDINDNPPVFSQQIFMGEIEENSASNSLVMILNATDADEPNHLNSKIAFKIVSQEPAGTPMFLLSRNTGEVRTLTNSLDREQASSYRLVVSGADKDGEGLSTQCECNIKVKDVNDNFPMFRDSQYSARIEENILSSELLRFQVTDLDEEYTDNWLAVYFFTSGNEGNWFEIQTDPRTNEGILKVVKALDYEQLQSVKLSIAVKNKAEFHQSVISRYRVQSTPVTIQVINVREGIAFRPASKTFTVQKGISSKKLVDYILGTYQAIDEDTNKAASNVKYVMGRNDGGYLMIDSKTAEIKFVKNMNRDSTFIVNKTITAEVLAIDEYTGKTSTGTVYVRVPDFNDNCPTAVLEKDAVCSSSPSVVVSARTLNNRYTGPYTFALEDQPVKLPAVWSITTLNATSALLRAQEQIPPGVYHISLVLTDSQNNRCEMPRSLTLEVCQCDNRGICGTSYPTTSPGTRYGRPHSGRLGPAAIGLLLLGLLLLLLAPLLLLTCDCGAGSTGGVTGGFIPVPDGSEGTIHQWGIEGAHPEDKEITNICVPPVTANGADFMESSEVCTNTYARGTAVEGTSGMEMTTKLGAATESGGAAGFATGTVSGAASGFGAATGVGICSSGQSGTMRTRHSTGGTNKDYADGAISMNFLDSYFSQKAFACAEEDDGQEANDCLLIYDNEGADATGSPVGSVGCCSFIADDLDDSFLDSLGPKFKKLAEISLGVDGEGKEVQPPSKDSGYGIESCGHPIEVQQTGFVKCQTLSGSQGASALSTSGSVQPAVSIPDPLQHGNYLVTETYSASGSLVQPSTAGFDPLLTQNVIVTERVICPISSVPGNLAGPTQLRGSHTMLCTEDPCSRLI
# E coli growth: counter-screen for AddAB inhibitors: E. coli growth inhibition; actives 0.27% (n = 330,000); E. coli V3065 growth, OD600 absorbance, 18 h; inhibition, % at 11.9 µM; AID 449728;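 active = inhibition above the campaign's mean inhibition across all tested compounds plus 3 SD, cut at about 9.9% in these data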;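 also: uninfected addAB+ strain grown without phage in ampicillin broth; 0% = DMSO wells and 100% = ciprofloxacin 0.95 µg/ml wells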
# phage Ecoli inh: E. coli growth loss with phage present | inhibition, % at 11.9 µM | actives 0.26% (n = 360,000) | growth absorbance; in the data active = inhibition above about 11%
# * = called active by the depositor; x = not tested or not shown.
SMILES,PKA-R1A activ,MOR-DOR inv ag,OPRM1-OPRD1 ag,HTR5A ag,AddAB inh,PfHsp90 yeast 2,Mot1-301 SUMO,HTR5A inv ctr,Pemphigus Ab inh,E coli growth,phage Ecoli inh
CC(=O)N(C)Cc1ccc(C(=O)CSc2nnc(C3CC3)n2C2CC2)cc1,-7,18,-4.5,-6,3.2,-6,-16,24,103,2.3,2.9
C=CCn1c(-c2ccc(C)cc2)nc2ccccc21,-1,6,-1.2,0,1.1,-13,20,-13,98,0.3,2.6
CCOCCCNC(=O)c1cc2c(=O)[nH]c3ccccc3c2s1,2,6,-1.1,-2,1.4,5,4,9,91,0.8,2.1
COc1cccc(C2CC(C(F)(F)F)n3ncc(C(=O)O)c3N2)c1 (stereo unspecified),-5,5,-0.9,0,-1.4,-11,209,-15,107,1.0,3.0
CCCCn1c(SCC(=O)NCCOC)nc2ccc(N3CCOCC3)cc2c1=O,2,1,-0.1,-3,2.0,8,-9,-38,100,-0.3,-0.1
CCOC(=O)c1c(O)c(Cl)c(C)[nH]c1=O,-5,9,-1.8,1,2.2,-9,18,-8,103,0.6,2.3
CC(Sc1ccc(Cl)cc1)C(=O)Nc1ccccc1-c1ccccc1 (stereo unspecified),-3,1,-0.3,-1,-1.0,-7,-15,1,103,0.0,0.7
O=C(NCc1cccnc1)Nc1ccc(Br)cc1,-7,10,-1.8,5,-0.9,-3,16,-19,99,0.5,3.2
Cc1cc(C)n(CC(O)COc2cccc(OCC(O)Cn3nc(C)cc3C)c2)n1 (stereo unspecified),12,6,-1.4,0,1.9,1,23,14,105,-0.9,2.9
COc1ccc(/C=C/C(=O)NCc2ccccn2)cc1,0,2,-0.5,2,1.9,0,-9,-3,107,2.0,0.5
COc1ccc(NC(=O)CSc2nnc(-c3ccccn3)n2Cc2ccco2)cc1OC,-6,7,-1.6,-1,2.4,28,x,3,100,2.2,3.6
O=C(CN1C2=NCCN2c2ccccc21)C12CC3CC(CC(C3)C1)C2,2,0,0.1,0,1.1,-13,-17,-7,115,1.4,-0.2
CNc1nnc(-c2ccc(OC)cc2)s1,-4,22,-4.4,-1,0.2,5,1,14,99,0.8,4.0
COc1ccc(C(=O)COC(=O)CCNS(=O)(=O)c2ccccc2)c(OC)c1,-1,6,-0.9,-2,-0.2,9,20,-4,100,0.9,1.1
COc1cc(-c2nc(C(=O)NC3CCN(Cc4ccccc4)CC3)cc3c2[nH]c2ccccc23)cc(OC)c1OC,-13,7,-1.4,12,-0.3,-14,-8,4,103,-2.8,x
CCOC(=O)c1c(NC(=O)Cn2nc(C(=O)O)c3ccccc3c2=O)sc(CC)c1C,-12,3,-0.6,1,-1.2,5,-1,-12,101,1.9,1.1
Cc1ccc(N2C(=O)c3ccc(N)cc3C2=O)cc1,2,2,-0.4,4,1.4,x,24,-31,103,0.5,2.5
CC(=O)Nc1ccc(C2(O)COc3ccccc3O2)cc1 (stereo unspecified),-4,19,-3.2,1,-0.4,-3,x,-18,100,-2.3,0.2
CCN(CC(=O)NCc1cccs1)C(=O)/C=C/c1cccc(Cl)c1Cl,-2,6,-1.2,-1,0.7,12,-4,3,105,-1.7,2.2
NC(=O)C1(N2CCCCC2)CCN(CC(=O)Nc2cc(Cl)ccc2Cl)CC1,-2,0,0.1,0,-0.2,7,x,18,100,-3.4,-0.9
CC(Nc1oc(-c2ccco2)nc1C#N)c1ccccc1 (stereo unspecified),0,7,-1.4,4,3.6,14,-1,-30,93,0.3,2.9
COc1ccccc1N1CCN(c2ncnc3nc[nH]c23)CC1,0,11,-1.8,-1,-2.3,3,37,3,99,-1.3,1.4
O=C(COC(=O)c1cccnc1Cl)NCc1cccs1,-1,19,-3.6,5,1.1,-10,-6,-12,101,0.2,1.6
O=C(c1cc(Cl)ccc1Cl)N1CCN(c2ccccn2)CC1,-3,7,-1.2,-4,3.3,4,-4,3,96,-0.7,0.8
CCC(C(=O)NCc1cccs1)n1nc(C)n2c(cc3occc32)c1=O (stereo unspecified),1,7,-1.3,-4,3.4,-3,3,3,94,-0.1,3.2
CCOc1cccc(C(=O)Nc2ccc(N3CCCC3)cc2)c1,1,-3,0.5,-1,0.5,4,25,10,104,-1.8,0.9
Cc1ccc(-n2nc3ccc(N)cc3n2)c(C)c1,-14,-12,2.6,4,-0.5,-21,225,-13,122,1.3,0.8
O=C(Nc1cccnc1)c1cn(-c2ccccc2)nc1-c1cccs1,1,-1,0.2,5,1.1,24,253,9,106,0.1,2.9
O=C(c1ccc(CS(=O)c2ccccc2Cl)o1)N1CCN(c2ccccc2)CC1 (stereo unspecified),3,6,-1.1,2,4.0,4,8,-9,122,-4.1,0.4
CCCOc1ccc(N2C(=O)CC(SCCc3nc4ccccc4[nH]3)C2=O)cc1 (stereo unspecified),3,4,-0.8,-3,-5.3,-30,-3,7,99,-1.9,2.0
CNC(=O)c1oc(-c2ccccc2)nc1C,2,6,-1.2,3,1.4,-28,-7,23,94,1.2,1.3
O=C(c1ccc(COCC(F)(F)F)o1)N1CCCC1,-15,4,-0.8,2,0.2,-2,185,0,98,1.0,2.3
Cc1cccc(C)c1-n1nnnc1SCC(=O)c1c(N)n(C2CC2)c(=O)[nH]c1=O,10,0,0.0,2,-0.3,-3,28,-6,110,3.3,2.7
COC(C[C@@H]1O[C@H]1C(=O)[C@@H](C)OCc1ccccc1)OC,0,12,-2.2,2,0.5,x,-12,-8,103,0.9,-0.6
Cc1ccc(S(=O)(=O)Nc2ccc(-n3cnnn3)cc2)cc1,-8,9,-1.6,-2,0.6,-34,15,7,x,3.1,4.0
NC(=O)c1cc(Cl)cn(-c2ccccc2)c1=O,0,9,-1.6,4,2.0,7,180,-12,100,1.2,3.1
COC(=O)C1CCN(S(=O)(=O)c2cc3c4c(c2)CCN4C(=O)CC3)CC1,3,5,-0.9,2,x,-12,x,9,91,x,-0.8
CCc1sc(C(=O)NCc2ccccc2)cc1C,-6,-16,3.0,2,3.6,8,8,-20,96,1.8,1.5
O=C(N/N=C/c1cc(Cl)cc([N+](=O)[O-])c1O)c1cc(-c2ccccn2)nc2ccccc12,2,5,-1.0,-4,5.2,-13,-11,22,109,4.7,x
CCCC(c1nnnn1C1CCCCC1)N1CCN(C2CCCC2)CC1 (stereo unspecified),-12,9,-2.2,-2,0.7,1,-7,6,x,-2.1,0.7

# A draw from above in order of formula weight, lowest first.
SMILES,PKA-R1A activ,MOR-DOR inv ag,OPRM1-OPRD1 ag,HTR5A ag,AddAB inh,PfHsp90 yeast 2,Mot1-301 SUMO,HTR5A inv ctr,Pemphigus Ab inh,E coli growth,phage Ecoli inh
Cc1ccc(S(=O)(=O)Nc2ccc(-n3cnnn3)cc2)cc1,-8,9,-1.6,-2,0.6,-34,15,7,x,3.1,4.0
O=C(c1cc(Cl)ccc1Cl)N1CCN(c2ccccn2)CC1,-3,7,-1.2,-4,3.3,4,-4,3,96,-0.7,0.8
O=C(c1ccc(CS(=O)c2ccccc2Cl)o1)N1CCN(c2ccccc2)CC1 (stereo unspecified),3,6,-1.1,2,4.0,4,8,-9,122,-4.1,0.4

# One compound at a time (already shown):
# Shown for CNC(=O)c1oc(-c2ccccc2)nc1C → PKA-R1A activ: 2; MOR-DOR inv ag: 6; OPRM1-OPRD1 ag: -1.2; HTR5A ag: 3; AddAB inh: 1.4; PfHsp90 yeast 2: -28; Mot1-301 SUMO: -7; HTR5A inv ctr: 23; Pemphigus Ab inh: 94; E coli growth: 1.2; phage Ecoli inh: 1.3
# Shown for CC(Nc1oc(-c2ccco2)nc1C#N)c1ccccc1 (stereo unspecified) → PKA-R1A activ: 0; MOR-DOR inv ag: 7; OPRM1-OPRD1 ag: -1.4; HTR5A ag: 4; AddAB inh: 3.6; PfHsp90 yeast 2: 14; Mot1-301 SUMO: -1; HTR5A inv ctr: -30; Pemphigus Ab inh: 93; E coli growth: 0.3; phage Ecoli inh: 2.9
# Shown for CCN(CC(=O)NCc1cccs1)C(=O)/C=C/c1cccc(Cl)c1Cl → PKA-R1A activ: -2; MOR-DOR inv ag: 6; OPRM1-OPRD1 ag: -1.2; HTR5A ag: -1; AddAB inh: 0.7; PfHsp90 yeast 2: 12; Mot1-301 SUMO: -4; HTR5A inv ctr: 3; Pemphigus Ab inh: 105; E coli growth: -1.7; phage Ecoli inh: 2.2

# The listing picks up with the two entries that preceded the break.
SMILES,PKA-R1A activ,MOR-DOR inv ag,OPRM1-OPRD1 ag,HTR5A ag,AddAB inh,PfHsp90 yeast 2,Mot1-301 SUMO,HTR5A inv ctr,Pemphigus Ab inh,E coli growth,phage Ecoli inh
O=C(N/N=C/c1cc(Cl)cc([N+](=O)[O-])c1O)c1cc(-c2ccccn2)nc2ccccc12,2,5,-1.0,-4,5.2,-13,-11,22,109,4.7,x
CCCC(c1nnnn1C1CCCCC1)N1CCN(C2CCCC2)CC1 (stereo unspecified),-12,9,-2.2,-2,0.7,1,-7,6,x,-2.1,0.7
Brc1cccc(OCCn2ccnc2)c1,-6,5,-0.8,3,1.6,0,9,3,101,-3.0,1.4
CN(Cc1ccccc1)S(=O)(=O)c1ccc(Cl)c(C(=O)NCc2ccncc2)c1,-4,-7,1.1,-2,-0.2,x,8,-7,106,-1.3,3.7
Cc1cc(C)n(Cc2cccc(C(=O)N/N=C/c3cccnc3)c2)n1,-4,8,-2.6,-1,x,4,x,5,113,x,-2.0
O=S(=O)(NCc1ccc2c(c1)OCO2)c1cccc(S(=O)(=O)N2CCOCC2)c1,-7,6,-1.1,0,1.8,16,5,19,95,-0.6,2.7
CN(Cc1ccno1)Cc1cn(Cc2ccccc2)nc1-c1ccc2c(c1)OCO2,-3,32,-6.3,2,1.8,-18,5,15,87,-1.1,4.3
Cc1ccc(CN2CCN(/N=C\C=C\c3ccccc3)CC2)cc1,-3,1,-0.1,1,5.3,2,123,-2,109,-1.3,1.8
CCSc1cnn(-c2ccccc2)c(=O)c1Cl,-2,17,-3.4,0,5.2,-5,-5,-1,x,5.0,1.2
CCOC(=O)C1CCN(C(=O)Nc2cccc(OC)c2)CC1,-10,17,-3.4,0,5.2,2,-12,18,97,1.1,1.9
COc1ccc(NC(=O)CC2C(=O)N(c3ccc(OC)cc3)C(=O)N2C(C)C)cc1 (stereo unspecified),1,8,-1.6,4,-0.8,12,76,-22,101,1.4,3.1
O=C(CN1C(=O)NC(Cc2c[nH]c3ccccc23)C1=O)NCCc1ccccc1 (stereo unspecified),-17,0,0.0,1,4.4,5,25,-3,89,1.2,1.9
CC(=O)c1ccc(NC(=O)C(C)OC(=O)CCCN=C2NS(=O)(=O)c3ccccc32)cc1 (stereo unspecified),-5,18,-3.7,0,1.6,-20,627,-16,95,0.4,1.9
CCS(=O)(=O)c1ccc(O)c(NC(=O)COc2ccc(Br)cc2)c1,-8,16,-3.1,1,3.7,17,409,-4,101,2.6,5.0
O=C(Cn1cc(S(=O)(=O)Cc2ccccc2)c2ccccc21)Nc1ccccc1,8,-5,0.8,-2,-1.5,4,-15,5,79,0.0,x
O=C(Nc1cccnc1)c1cc(-c2cccnc2)nc2ccc(Br)cc12,-10,-19,3.5,3,0.2,14,x,12,110,-0.4,0.1

# Compounds were not picked by outcome, and some 3.2% of all compounds hit somewhere here.
